Screening data deposited in PubChem BioAssay by National Center for Advancing Translational Sciences (NCATS).
NPSR antag: blocks cAMP signaling of the human neuropeptide S receptor. Q6W5P4. CHO-NPSR cells, cAMP TR-FRET, antagonist mode. Potency, µM (series often up to 38.3 µM), for the others: at the top dose activity change, negative = inhibition, usual class: inhibitors. actives 1% (n = 220,000); further: on the % scale 0 is the no-effect control and ±100 the full control effect; nearly all actives have a fitted effect of over 50% in size; many of its hits are not listed in these tables
Target sequence (Q6W5P4 whole entry, looked up): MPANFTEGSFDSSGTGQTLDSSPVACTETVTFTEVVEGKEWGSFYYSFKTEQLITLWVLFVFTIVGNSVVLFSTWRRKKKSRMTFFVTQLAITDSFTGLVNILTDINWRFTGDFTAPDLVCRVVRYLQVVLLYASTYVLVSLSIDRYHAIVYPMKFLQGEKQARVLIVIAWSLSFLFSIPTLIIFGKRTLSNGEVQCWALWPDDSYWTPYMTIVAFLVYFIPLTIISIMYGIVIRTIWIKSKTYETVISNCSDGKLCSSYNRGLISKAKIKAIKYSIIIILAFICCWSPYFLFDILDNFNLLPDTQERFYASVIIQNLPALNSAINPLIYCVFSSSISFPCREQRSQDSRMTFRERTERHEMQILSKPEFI
SMN2 splice enh: increases expression of the SMN2 splice variant; HEK293 SMN2-luciferase splicing reporter, luminescence, 30-36 h; Potency, µM (highest dose often 46.1 µM), for the others: at the top dose activity change, positive = activation, actives largely listed as activators; actives 2.8% (n = 210,000); AID 1458; further: % of control where 0% means no effect; nearly all actives have a fitted effect of over 55% in size
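HEK293 cells carry an SMN2 […]–luciferase reporter in which exon 7 inclusion puts luciferase in frame. Cells were plated 10-12 h before compound addition, then incubated 30-36 h at 37C. ONE-Glo luminescence was read; sodium butyrate at 4.5 mM final served as control.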
KDM4E inh: JMJD2E (human) inhibition; JMJD2E catalytic domain, FDH-coupled NADH fluorescence (FDH is formaldehyde dehydrogenase); B2RXH2; Potency, µM (titrated, usually from 57.1 µM), without a hit: at the top dose activity change, negative = inhibition, hits mostly inhibitors; actives 1.6% (n = 230,000); AID 2147; active means well fitted inhibition curve with a large enough effect, not every such curve was filed as active; inconclusive means small, poorly fitted or top-dose-only effect, or another doubt; inactive means no such curve, though single readings can be large or run the other way;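 further: 0% = wells with enzyme and -100% = buffer wells without enzyme; nearly all actives have a fitted effect of over 50% in size; many of its hits are not listed in these tables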
Target sequence (B2RXH2 1-337 limits assumed): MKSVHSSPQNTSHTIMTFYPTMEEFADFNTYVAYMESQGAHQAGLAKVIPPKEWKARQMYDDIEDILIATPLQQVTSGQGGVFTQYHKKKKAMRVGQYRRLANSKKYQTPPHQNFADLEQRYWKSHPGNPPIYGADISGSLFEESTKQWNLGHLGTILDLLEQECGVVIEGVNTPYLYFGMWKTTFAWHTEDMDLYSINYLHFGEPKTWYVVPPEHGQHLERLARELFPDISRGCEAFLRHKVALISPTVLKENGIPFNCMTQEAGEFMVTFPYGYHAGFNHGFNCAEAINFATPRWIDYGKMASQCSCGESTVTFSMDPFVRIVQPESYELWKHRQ
Epigenetic derep: derepresses silenced GFP reporter in murine cells; murine LDR cells, GFP reporter derepression, 30 h; Potency, µM (highest dose often 53.9 µM), for the others: at the top dose GFP activation, hits mostly activators; actives 0.2% (n = 280,000); AID 1865; further: % of control where 0% means no effect; nearly all actives have a fitted effect of over 60% in size
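Murine LDR cells bearing a silenced CMV-driven GFP reporter were exposed to compound for 30 h at 37 C. After PBS washes, GFP-positive cells (20-120 um objects) counted by laser-scanning microplate cytometry.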
IMPase Li inh: cell-permeable IMPase inhibitors with lithium potentiation. actives 0.35% (n = 210,000). CHO-M1 cells, IP1 TR-FRET (IP-One), carbachol + lithium. Potency, µM (doses to about 59.4 µM), inactives show at the top dose activity, negative = IMPase inhibition, usual class: inhibitors;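 further: IP1 builds up when IMPase is blocked and the TR-FRET signal falls; plate controls were basal vehicle for no effect and high inhibitor control for full effect; nearly all actives have a fitted effect of over 50% in size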
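Concentration–response in CHO-M1 cells, lithium-potentiated; 30 min at 37C. IP1 detected by competitive TR-FRET after 10 min lysis at RT. Hill-fitted AC50.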
RECQ1 helicase: RECQ1 (human) helicase inhibition | P46063 | RECQ1 DNA unwinding, red fluorescence kinetic read | Potency, µM (highest dose often 57.3 µM), without a hit: top-dose activity, negative = inhibition, hits mostly inhibitors | actives 0.54% (n = 240,000) | AID 2549;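 further: plate controls were vehicle for no effect and no enzyme for full effect; nearly all actives have a fitted effect of over 30% in size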
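50 nM RECQ1T1 preincubated 15 min with compound in Tris pH 8.0 buffer with MgCl2, DTT, Tween-20 and 2.5 ug/ml poly(dI-dC); started with 200 nM TAMRA/BHQ-2 forked duplex and 2 mM ATP. Unwinding read as fluorescence (525/598 nm), two reads 2 h apart.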
KinaseGlo FLuc: blocks Kinase-Glo luciferase, a counter-screen artifact. Kinase-Glo luciferase, ATP luminescence, 8 min. Potency, µM (doses to about 38.3 µM), without a hit: top-dose activity change, negative = inhibition, usual class: inhibitors. actives 0.28% (n = 200,000). AID 1379; further: on the % scale 0 is the no-effect control and ±100 the full control effect; nearly all actives have a fitted effect of over 60% in size
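Light output from Kinase-Glo luciferase with luciferin and 10 uM ATP in 50 mM imidazole pH 7.2, KCl, MgCl2, Tween 20, BSA; compound pin-delivered, 8-min ambient incubation, then luminescence read.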
RGS12 GoLoco inh: blocks human Gai1 binding to RGS12 GoLoco peptide, red readout. Gai1:RGS12 GoLoco peptide FP, rhodamine, 10 min. Potency, µM (highest dose often 61.6 µM), inactives show at the top dose activity, negative = inhibition, most hits filed as inhibitors. P63096. actives 0.44% (n = 230,000); active means well fitted inhibition curve with a large enough effect, not every such curve was filed as active; inactive means no such curve, though single readings can be large or run the other way; further: on the % scale 0 is the no-effect control and ±100 the full control effect; nearly all actives have a fitted effect of over 30% in size; many of its hits are not listed in these tables
Target sequence (P63096 whole entry, looked up): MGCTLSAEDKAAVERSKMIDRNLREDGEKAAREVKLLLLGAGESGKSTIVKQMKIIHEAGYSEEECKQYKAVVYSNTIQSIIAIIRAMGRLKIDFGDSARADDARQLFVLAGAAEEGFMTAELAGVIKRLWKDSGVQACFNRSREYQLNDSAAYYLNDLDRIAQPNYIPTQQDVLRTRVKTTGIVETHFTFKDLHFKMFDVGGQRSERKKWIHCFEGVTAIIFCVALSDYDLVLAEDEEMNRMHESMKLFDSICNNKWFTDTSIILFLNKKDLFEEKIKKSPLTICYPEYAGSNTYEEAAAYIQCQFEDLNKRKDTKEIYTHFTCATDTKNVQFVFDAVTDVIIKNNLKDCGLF
Numbers without * were called inactive; i = inactive; ? = inconclusive; / = not tested or not shown; & = joins results of further samples; [ ] = remark or other dose. Unless noted, the call rests on the fitted dose curve; in most records, active means well fitted curve in the direction sought with a large enough effect; inconclusive means small, poorly fitted or top-dose-only effect, or another doubt; inactive means no such curve, though single readings can be large; an effect the other way counts as inactive or inconclusive. Potency means the concentration at half of the fitted maximal effect. Some of the compounds tested, so the mix of outcomes need not match the whole.

SMILES	NPSR antag	SMN2 splice enh	KDM4E inh	Epigenetic derep	IMPase Li inh	RECQ1 helicase	KinaseGlo FLuc	RGS12 GoLoco inh
C/C(=C\c1ccccc1)C(=O)NCc1ccco1	5%	29%	8%	1.1%	0%	20%	0%	-4%
C=CCN=C1S/C(=C\c2ccc(Cl)cc2)C(=O)N1CC=C	-20%	/	2%	5.9%	/	-19%	/	-1%
COc1cc(-c2nnc(COC(=O)c3c4c(nc5ccccc35)CCCC4)o2)cc(OC)c1OC	-3%[46.1 µM]	-12%	-7%	1.8%	17%[38.3 µM]	i	1%	5%
Cc1cc(C(F)(F)F)nn1CC(=O)N1CCCCC1C (stereo unspecified)	-5%[7.67 µM]	9%	-10%	-1.4%	-5%[38.3 µM]	-14%	-2%	11%
COc1ccc(S(=O)(=O)N(C)CC(=O)NCc2cccnc2)cc1OC	-10%[46.1 µM]	15%	5%	-1.0%	22%[38.3 µM]	i	-3%	5%
O=[N+]([O-])c1ccc(-n2cccn2)c(-c2nn[nH]n2)c1	8%	-40%	0%	0.9%	1%	-3%	-1%	-9%
CC(=O)NN1C(=O)c2ccccc2NC1c1ccc([N+](=O)[O-])o1 (stereo unspecified)	24%	-44%[inhibitor]	-24%	13%	7%	-4%	12%	4%
CCOc1ccccc1N1CCN(C(=O)CC(C)C)CC1	11%	8%	-5%	-0.9%	9%	0%	-3%	2%
CCOC(=O)N/N=C/c1cccnc1	-4%	8%	-1%	-5.3%	5%	i	-4%	-10%
CCOc1ccc(OCC)c(NC(=O)C2CCN(S(=O)(=O)c3cccc4nonc34)CC2)c1	-18%[46.1 µM]	?	2%	-2.7%	0%[38.3 µM]	i	-2%	9%
CCn1c(SCC(=O)c2c[nH]c3ccccc23)nnc1-c1cccs1	0%[46.1 µM]	-19%	0%	2.6%	-11%[38.3 µM]	-1%	4%	51%[activator]
COc1ccc(Cc2nnc(Nc3ccc(C)cc3)o2)cc1OC	-17%	/	6%	-0.9%	/	i	/	3%

Record cards (already shown). Order of screens: NPSR antag	SMN2 splice enh	KDM4E inh	Epigenetic derep	IMPase Li inh	RECQ1 helicase	KinaseGlo FLuc	RGS12 GoLoco inh
Record of CCOC(=O)N/N=C/c1cccnc1 : -4%	8%	-1%	-5.3%	5%	i	-4%	-10%
Record of C/C(=C\c1ccccc1)C(=O)NCc1ccco1 : 5%	29%	8%	1.1%	0%	20%	0%	-4%

Remaining list, next part:
SMILES	NPSR antag	SMN2 splice enh	KDM4E inh	Epigenetic derep	IMPase Li inh	RECQ1 helicase	KinaseGlo FLuc	RGS12 GoLoco inh
CN(C)C(=O)CSc1nnc(-c2ccncc2)n1Cc1ccco1	27%	-8%	1%	1.1%	-5%	-3%	-1%	-12%
Cc1cc(C)c(NC(=O)Cn2c(=O)n(-c3ccc(CC(=O)NCC4CCCO4)cc3)c(=O)c3ccccc32)c(C)c1 (stereo unspecified)	2%	-3%&-6%	-2%	3.2%&-1.8%	13%	-6%	-2%	3%
Cc1cccc(OCC(=O)Nc2ccc(N3CCN(C(=O)c4ccco4)CC3)cc2)c1	-5%[46.1 µM]	-33%[inhibitor]	5%	-2.9%	21%[38.3 µM]	-4%	-9%	13%
Cc1ccc2[nH]c(=O)c(-c3nc4cc(C)ccn4c3NCc3ccco3)cc2c1	-12%[46.1 µM]	-5%	3.2µM*	-0.9%	-1%[38.3 µM]	-2%	-3%	8%
CCN(CC(=O)Nc1cccc(OC)c1)C(=O)C1CCN(C(=O)Nc2ccccc2)CC1	-5%[46.1 µM]	12%	3%	-2.6%	-17%[38.3 µM]	-8%	-7%	3%
CC1CC(C)(C)NC(=S)N1CC(=O)N(C)Cc1ccccc1 (stereo unspecified)	13%	-27%[1.84 µM]	9%	0.0%	0%	-9%	-5%	-1%
CC(C)COc1ccc(-c2nnc(-c3ccco3)o2)cc1	-27%[46.1 µM]	4µM*	?	4.8%	24%[38.3 µM]	i	-15%	22%
CC1CC(=O)Nc2ccccc2S1(=O)=O (stereo unspecified)	-23%[46.1 µM]	23%	-5%	0.0%	-9%[38.3 µM]	-4%	-3%	0%
COc1ccc(NC(=O)c2nnn(Cc3cccc(F)c3)c2N)c(OC)c1	13%[46.1 µM]	-20%	?	-5.8%	-15%[38.3 µM]	-11%	-3%	-1%
O=C(CCCCCN1C(=O)c2ccccc2C1=O)NC1CCCC1	-4%[7.67 µM]	-13%	-5%	6.3%	-1%[38.3 µM]	i	-2%	-2%
COc1ccc(C2C(C(=O)c3sc(C)nc3C)=C(O)C(=O)N2CCN(C)C)cc1OC (stereo unspecified)	3%[46.1 µM]	9%	-1%	-1.7%	3%[38.3 µM]	0%	0%	9%
COc1cccc(/C=C/C(=O)Nc2ccc(OC)nc2)c1	4%	1%[1.84 µM]	-4%	2.8%	-4%	-6%	-4%	19%
COCCN(CCOC)Cc1cc(=O)oc2cc3c(cc12)CCC3	-7%[46.1 µM]	10%	?	-2.3%	-11%[38.3 µM]	-7%	-8%	9%
COc1ccc(C)cc1-n1nc2ccccc2n1	-9%	1%	-1%	-1.4%	10%	23%	-2%	1%
CCOc1ccccc1C1C(C(=O)Nc2ccc(OC)cc2)=C(C)Nc2nc(CCCO)nn21 (stereo unspecified)	19%[46.1 µM]	-12%	-5%	-1.0%	27%	-1%	-3%	-2%
COc1ccc(Cl)cc1C(=O)N(Cc1nc(-c2cccc(C)c2)no1)C(C)C	?	-27%	7%	2.7%	54%[activator][38.3 µM]	-22%	3%	-6%
Cc1ccc(S(=O)(=O)N(C)C)cc1NC(=S)N(CCC#N)Cc1cccnc1	13%	-8%	-1%	0.1%	1%	5%	-1%	9%
CN(C)CCNC(=O)Nc1cccc(Cl)c1Cl	13%	-17%	-5%	-0.9%	8%	i	0%	-9%
CCN(CCn1cccn1)C(=O)c1cc(COc2ccc(F)cc2Cl)on1	0%	-7%	4%	3.2%	-3%	i	-2%	11%
CC1CC(C)CN(CCCNC(=O)c2ccc3c(SCC(=O)O)c4c(nc3c2)CCC4)C1 (stereo unspecified)	2%	/	?	-0.4%	/	-24%	/	-3%
O=C(Nc1cc(C(F)(F)F)ccc1Cl)C1CCN(c2nnc(-n3cccc3)s2)CC1	-2%[46.1 µM]	-6%	-1%	0.0%	3%	i	-2%	15%
O=C(c1cc2sccc2n1Cc1ccc(F)cc1)N1CCc2ccccc21	-13%[46.1 µM]	-16%	?	0.0%	6%	i	2%	13%
CCCC(=O)NC(C)c1nc2ccccc2n1C (stereo unspecified)	14%[46.1 µM]	-6%	1%	0.0%	9%[38.3 µM]	-15%	-1%	-12%
CN(C)c1ccc(CN(C(=O)C2COc3ccccc3O2)C2CCS(=O)(=O)C2)cc1 (stereo unspecified)	-21%[46.1 µM]	/	-5%	4.1%	/	-6%	/	/
Cc1ccc2c(c1)N[C@H](c1ccc(C(=O)O)cc1)c1cccn1-2	/	-30%[inhibitor][9.22 µM]	/	/	-20%	/	-6%[7.66 µM]	-3%[14.2 µM]
Cc1occc1-c1nnc(SCC(=O)NCCc2ccccc2)o1	4%	12%	-4%	-2.6%	12%	-12%	3%	8%
Cc1ccc([N+](=O)[O-])cc1S(=O)(=O)NCc1cccnc1	12%	-4%	-1%	-3.2%	-21%	-12%	1%	-13%
CSc1ccc(/C=N/NC(=O)CN2CCN(Cc3ccc(Cl)cc3)CC2)cc1	0%	-38%[inhibitor]	1%	1.0%	-3%	-8%	0%	0%
O=C(CCSCc1ccccc1Cl)NCc1ccco1	8%	-19%	3%	2.6%	3%	-14%	0%	5%
CCNC(=O)/N=C1/NC(=O)C(C(C)C)O1 (stereo unspecified)	1%[46.1 µM]	2%	4%	0.0%	7%[38.3 µM]	i	-2%	-6%
COC(CNC(=O)CSCc1nc(-c2ccc(SC)cc2)oc1C)OC	10%	-74%[inhibitor]	?	12%	-19%	3%	-1%	-1%
Cc1noc(C)c1C(=O)N1CCC[C@@]2(CCN(c3cccc(-c4ccccc4)c3)C2)C1	/	-59%[inhibitor]	/	/	16%	i	-6%	14%
CCc1ccc(NC(=O)N(CCN(C)C)C(C)c2cccnc2)cc1 (stereo unspecified)	-19%[46.1 µM]	-12%	3%	-2.9%	-8%[38.3 µM]	-1%	-1%	-14%
COc1cccc([C@@H]2Oc3ccc(Br)cc3C(=O)[C@H]2OC(=O)Nc2cc(OC)c(OC)c(OC)c2)c1	/	-61%[inhibitor]	-6%	-1.1%	1%	-7%	1%	3%
Cc1cc(C)c(C)c(C(=O)C2OC(=O)C(C)(C)C(=O)C2(C)C)c1C (stereo unspecified)	-8%	-6%	5%	1.3%	2%	-1%	-2%	0%
O=C(O)c1cccc(NC(=O)C2CC(=O)N(Cc3ccccc3)C2)c1 (stereo unspecified)	-4%[46.1 µM]	-12%	-1%	-0.2%	1%[38.3 µM]	-1%	-2%	-2%
O=C(CCCSc1ccccc1)Nc1nc(-c2ccccn2)cs1	-16%[46.1 µM]	3%	-11%	-8.5%	23%[38.3 µM]	-4%	0%	10%
COc1ccccc1CNC(=O)C1CCCN(S(=O)(=O)c2cnc[nH]2)C1 (stereo unspecified)	1%[46.1 µM]	4%	4%	0.0%	2%[38.3 µM]	-10%	0%	-6%
Cc1nn(-c2ccccc2)c(C)c1N	11%	?	4%	-1.4%	0%	-8%	-4%	-3%
CC12CC3CC(C)(C1)CC(C(=O)NC1=NCCS1)(C3)C2	-7%[46.1 µM]	15%	9%	-1.0%	13%[38.3 µM]	-4%	-1%	-6%
CN(C)S(=O)(=O)c1cccc(NC(=O)COC(=O)CNC(=O)c2ccccc2F)c1	6%	/	1%	-1.9%	/	-1%	/	13%
COC(=O)c1scc(S(C)(=O)=O)c1-n1cccc1	12%	/	3%	0.0%	/	-2%	/	-4%
CC1(C)CC(NS(=O)(=O)c2ccccc2)CC(C)(C)N1	-7%[46.1 µM]	6%	6%	-1.1%	1%[38.3 µM]	-11%	0%	-4%
CC1=CC(C)C(C(=O)O)C(C(=O)O)C1 (stereo unspecified)	-3%[46.1 µM]	-21%	4%	-0.2%	16%[38.3 µM]	-1%	4%	-32%
CC1=Nc2ccccc2/C1=C/c1c(N)n2c(S(=O)(=O)CC(C)C)nsc2nc1=O	-28%	-20%	-8%	-1.3%	-4%	-2%	4%	27%
